MT1-MMP act inh: inhibitors of human MT1-MMP activation. HT1080 RFP-PRO-GFP cells, GFP/RFP ratio fluorescence, overnight; percent of plate control window, DMSO zero. 0.061% of 360,000 active. GFP/RFP ratio change, % at 20 µM. P50281;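 active = GFP/RFP ratio change of at least 30% with cell ATP level not reduced by more than half and red fluorescence within 50% of control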; also: strong numbers were not always called active
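Compound: 20 µM single dose, 1% DMSO / System: HT1080 RFP-PRO-GFP cells / Controls: DMSO and RFP-L50D-GFP cell wells / Read-out basis: GFP/RFP fluorescence ratio / Schedule: overnight compound exposure at 37 °C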
CendR NRP1 mod: alters CendR peptide binding to human NRP-1 | O14786 | FAM-RPARPAR peptide binding to NRP-1, fluorescence polarization | inhibition, % at 25 µM | 0.85% of 360,000 active;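 active = inhibition or corrected inhibition above about 18%, plus a signal ratio from 0.5 to 1.5, limit read from the data, passing the limit was not always enough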; also: strong numbers were not always called active
FAS TE block: inhibitors of human fatty acid synthase thioesterase domain; P49327; recombinant FAS-TE, OMFH fluorogenic substrate, fluorescence endpoint; inhibition, % at 15 µM; 0.67% of 360,000 active;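 active = compounds whose normalised, plate-corrected inhibition of enzyme fluorescence in the single-dose primary screen is 50% or more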;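 also: 0% = DMSO with enzyme and 100% = substrate without enzyme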
E coli Lon inh: inhibits E. coli Lon protease | P0A9M0 | purified E. coli Lon protease, fluorescence polarization | inhibition, % at 7.94 µM | 0.42% of 360,000 active | AID 602123; in the data active = inhibition above about 13%, passing the limit was not always enough;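 also: 0% = enzyme with probe and DMSO and 100% = no enzyme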
Target sequence (P0A9M0 whole entry, looked up): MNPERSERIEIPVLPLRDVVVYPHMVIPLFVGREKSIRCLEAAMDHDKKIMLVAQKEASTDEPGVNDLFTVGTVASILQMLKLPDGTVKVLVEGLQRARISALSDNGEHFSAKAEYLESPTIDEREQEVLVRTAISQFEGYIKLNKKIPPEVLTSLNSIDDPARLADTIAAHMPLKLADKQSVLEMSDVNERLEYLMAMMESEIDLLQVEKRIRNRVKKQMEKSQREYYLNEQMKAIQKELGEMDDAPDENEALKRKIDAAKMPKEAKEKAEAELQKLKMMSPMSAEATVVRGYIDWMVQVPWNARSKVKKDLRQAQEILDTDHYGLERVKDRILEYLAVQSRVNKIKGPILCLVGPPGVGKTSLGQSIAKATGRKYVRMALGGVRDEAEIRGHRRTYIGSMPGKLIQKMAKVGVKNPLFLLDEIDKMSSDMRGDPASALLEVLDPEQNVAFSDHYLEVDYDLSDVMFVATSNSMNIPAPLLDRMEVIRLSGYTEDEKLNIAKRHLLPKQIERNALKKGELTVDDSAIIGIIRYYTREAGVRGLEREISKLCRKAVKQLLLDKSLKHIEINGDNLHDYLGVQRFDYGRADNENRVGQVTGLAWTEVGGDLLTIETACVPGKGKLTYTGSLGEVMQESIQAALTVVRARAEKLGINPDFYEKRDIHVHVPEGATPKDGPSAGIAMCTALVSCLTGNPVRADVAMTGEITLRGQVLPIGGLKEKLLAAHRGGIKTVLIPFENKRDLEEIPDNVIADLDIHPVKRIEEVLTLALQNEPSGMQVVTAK
MsrA inhibitor: inhibitors of bovine MsrA. purified bovine MsrA, absorbance read-out. inhibition, % at 15.5 µM. 0.75% of 360,000 active. AID 651718; in the data active = inhibition above about 4.5%;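 also: 0% = vehicle wells with enzyme and 100% = reference inhibitor wells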
MsrA act: bovine methionine sulfoxide reductase A activation. purified bovine MsrA, absorbance read-out. activation, % at 10.6 µM. 0.3% of 360,000 active; in the data active = activation above about 7.5%;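 also: 0% = vehicle and 100% = reference activator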
TbMetRS inhib: Trypanosoma brucei MetRS inhibition; inhibition, % at 11.9 µM; 0.4% of 360,000 active; AID 624268; purified T. brucei MetRS, ATP depletion, Kinase-Glo luminescence;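 active = inhibition above a per-plate cutoff of the control wells' mean inhibition plus 3 SD, cut at about 5.5% in these data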;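 also: 0% = DMSO wells median and 100% = median of wells with control inhibitor compound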
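System: purified T. brucei MetRS enzyme / Detection: Kinase-Glo luciferase luminescence reporting remaining unconsumed ATP / Medium: HEPES buffer with MgCl2, KCl, DTT, spermine, BSA, pyrophosphatase / Replication: singlicate, one well per compound / Evaluation: percent inhibition relative to median high and low control wells / Schedule: 2 h aminoacylation at 25 °C after 15 min preincubation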
MLLE-PAM2 inh: blocks PAM2 peptide binding to the PABP1 MLLE domain; P11940; GST-MLLE / FITC-PAM2 fluorescence polarization; inhibition, % at 20 µM; 0.36% of 360,000 active; in the data active = inhibition above about 35%, passing the limit was not always enough;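 also: plate controls were DMSO wells with GST-MLLE for no effect and wells lacking GST-MLLE protein for full effect; some results filed as inactive read as strong as hits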
SKN-1 inh: inhibitors of C. elegans SKN-1 | inhibition, % at 21.8 µM | AID 624304 | 0.49% of 360,000 active | C. elegans VP596 Pgst-4::GFP/RFP ratio, acrylamide-induced, 24 h;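 active = interference check ratio from 0.5 to 1.5 plus GFP to RFP signal ratio inhibition reaching or exceeding a fixed threshold, cut at about 30% in these data, passing the limit was not always enough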; also: some compounds called inactive have numbers as strong as hits
Numbers without * were called inactive.

What do the screens show for `O=C(/C=C/c1cccc([N+](=O)[O-])c1)Nc1cccc(NC(=O)c2ccco2)c1`?
MT1-MMP act inh: 6; CendR NRP1 mod: 9; FAS TE block: 25; E coli Lon inh: -5; MsrA inhibitor: 0.5; MsrA act: -7; TbMetRS inhib: -1.3; MLLE-PAM2 inh: 2; SKN-1 inh: -1

How did CC(C)C[C@@H](C(=O)O)N(Cc1cccc(CN([C@@H](CC(C)C)C(=O)O)S(C)(=O)=O)c1)S(C)(=O)=O do in these assays?
MT1-MMP act inh: 0; CendR NRP1 mod: 21; FAS TE block: -8; E coli Lon inh: 0; MsrA inhibitor: -0.5; MsrA act: -2; TbMetRS inhib: -0.2; MLLE-PAM2 inh: 1; SKN-1 inh: 6

How did O=S(=O)(Nc1cccc(Oc2cnccn2)c1)c1ccc(F)cc1 do in these assays?
MT1-MMP act inh: -1; CendR NRP1 mod: 5; FAS TE block: -2; E coli Lon inh: 7; MsrA inhibitor: 0.7; MsrA act: -1; TbMetRS inhib: -0.2; MLLE-PAM2 inh: -7; SKN-1 inh: 6

What do the screens show for `CC(NC(=O)c1ccc(Br)o1)C1CC2CCC1C2` (stereo not drawn)?
MT1-MMP act inh: -1; CendR NRP1 mod: 6; FAS TE block: 2; E coli Lon inh: 6; MsrA inhibitor: 1.2; MsrA act: -8; TbMetRS inhib: -0.3; MLLE-PAM2 inh: 3; SKN-1 inh: 9

How did O=C(COC(=O)c1cncc(Br)c1)NCc1ccc2c(c1)OCO2 do in these assays?
MT1-MMP act inh: 4; CendR NRP1 mod: -6; FAS TE block: 1; E coli Lon inh: -3; MsrA inhibitor: 0.6; MsrA act: -2; TbMetRS inhib: -0.7; MLLE-PAM2 inh: -21; SKN-1 inh: -2

What do the screens show for `O=C1NCC(Nc2ccc(Br)cc2)C(=O)N1` (stereo not drawn)?
MT1-MMP act inh: -1; CendR NRP1 mod: 13; FAS TE block: -8; E coli Lon inh: -14; MsrA inhibitor: -0.3; MsrA act: 2; TbMetRS inhib: -0.1; MLLE-PAM2 inh: -4; SKN-1 inh: 13

How did CCC[N+](CC#Cc1ccccc1)(CCC)CC(=O)OCC do in these assays?
MT1-MMP act inh: -6; CendR NRP1 mod: -9; FAS TE block: -12; E coli Lon inh: 3; MsrA inhibitor: 0.4; MsrA act: -3; TbMetRS inhib: -0.4; MLLE-PAM2 inh: -3; SKN-1 inh: 8

Results for Cn1ccsc1=NC(=O)c1ccc(S(C)(=O)=O)cc1 ?
MT1-MMP act inh: 2; CendR NRP1 mod: 0; FAS TE block: -2; E coli Lon inh: 5; MsrA inhibitor: 2.1; MsrA act: -6; TbMetRS inhib: -0.3; MLLE-PAM2 inh: 3; SKN-1 inh: 8

How did O=C(CSc1nc2[nH]ncc2c(=O)[nH]1)Nc1ccc(OC(F)(F)F)cc1 do in these assays?
MT1-MMP act inh: 0; CendR NRP1 mod: 1; FAS TE block: -19; E coli Lon inh: -6; MsrA inhibitor: -1.4; MsrA act: -7; TbMetRS inhib: -0.5; MLLE-PAM2 inh: -25; SKN-1 inh: -16

What do the screens show for `Cc1c(C(=O)NCc2cccc(C(F)(F)F)c2)sc(=O)n1Cc1cccc(F)c1`?
MT1-MMP act inh: 0; CendR NRP1 mod: -8; FAS TE block: 31; E coli Lon inh: -1; MsrA inhibitor: 1.3; MsrA act: 3; TbMetRS inhib: 0.0; MLLE-PAM2 inh: 20; SKN-1 inh: 21

How did COC1=CC(=O)C(O)=C(CCCCCCC/C=C/CCCCCCCC2=C(O)C(=O)C=C(OC)C2=O)C1=O do in these assays?
MT1-MMP act inh: 9; CendR NRP1 mod: 8; FAS TE block: 42; E coli Lon inh: 1; MsrA act: -9; TbMetRS inhib: -2.6; MLLE-PAM2 inh: 12; SKN-1 inh: 2

What do the screens show for `COc1ccc(S(=O)(=O)Nc2ccc(NC(C)=O)cc2)cc1OC`?
MT1-MMP act inh: 2; CendR NRP1 mod: -3; FAS TE block: -4; E coli Lon inh: -5; MsrA inhibitor: -0.1; MsrA act: 0; TbMetRS inhib: -0.1; MLLE-PAM2 inh: -8; SKN-1 inh: 3

How did CN(C)c1nc2c(cnn2C)c(=O)[nH]1 do in these assays?
MT1-MMP act inh: -1; CendR NRP1 mod: -3; FAS TE block: -3; E coli Lon inh: -5; MsrA inhibitor: -0.4; MsrA act: -2; TbMetRS inhib: -0.2; MLLE-PAM2 inh: -6; SKN-1 inh: 4

Results for O=C(c1[nH]c(C(F)(F)F)nc1-c1ccccc1)N1CCOCC1 ?
MT1-MMP act inh: 0; CendR NRP1 mod: 4; FAS TE block: -5; E coli Lon inh: -4; MsrA inhibitor: 0.4; MsrA act: -5; TbMetRS inhib: -1.1; MLLE-PAM2 inh: -13; SKN-1 inh: 12

What do the screens show for `COCC(C)NC(=O)/C(=C/c1ccccc1)c1ccccc1` (stereo not drawn)?
MT1-MMP act inh: 0; CendR NRP1 mod: -7; FAS TE block: -5; E coli Lon inh: 2; MsrA inhibitor: 0.2; MsrA act: -3; TbMetRS inhib: -0.3; MLLE-PAM2 inh: 10; SKN-1 inh: 6

What do the screens show for `Cc1ccc(Cn2c(N)nc3ccccc32)cc1`?
MT1-MMP act inh: 2; CendR NRP1 mod: -5; FAS TE block: -6; E coli Lon inh: -7; MsrA inhibitor: 1.8; MsrA act: -2; TbMetRS inhib: 3.0; MLLE-PAM2 inh: 2; SKN-1 inh: 13

What do the screens show for `Cc1ccc(C2=NS(=O)(=O)N(C)C(C(=O)NCc3ccco3)=C2)cc1`?
MT1-MMP act inh: 1; CendR NRP1 mod: 0; FAS TE block: 6; E coli Lon inh: -6; MsrA inhibitor: 4.1; MsrA act: -1; TbMetRS inhib: -0.7; MLLE-PAM2 inh: 5; SKN-1 inh: -13

How did COc1cc(Cl)c(S(=O)(=O)N2CCN(Cc3ccc4c(c3)OCO4)CC2)cc1Cl do in these assays?
MT1-MMP act inh: 1; CendR NRP1 mod: -10; FAS TE block: 26; E coli Lon inh: 2; MsrA inhibitor: 1.4; MsrA act: -1; TbMetRS inhib: 0.4; MLLE-PAM2 inh: -2; SKN-1 inh: 12

How did Cc1cc(C)c2nc(Cl)c(CN(Cc3ccco3)C(=O)Nc3ccccc3C)cc2c1 do in these assays?
MT1-MMP act inh: 6; CendR NRP1 mod: -3; FAS TE block: 25; E coli Lon inh: -4; MsrA inhibitor: -0.9; MsrA act: 3; TbMetRS inhib: -0.6; MLLE-PAM2 inh: 7; SKN-1 inh: 3

How did COc1ccc(C(=O)NCCn2ccc3ccccc32)c(OC)c1 do in these assays?
MT1-MMP act inh: -4; CendR NRP1 mod: -4; FAS TE block: 1; E coli Lon inh: 0; MsrA inhibitor: 0.1; MsrA act: -2; TbMetRS inhib: 0.4; MLLE-PAM2 inh: 6; SKN-1 inh: 12

What do the screens show for `Cc1cc(C)n(CC(C)Nc2nc3nonc3nc2N2CCCCC2)n1` (stereo not drawn)?
MT1-MMP act inh: 1; CendR NRP1 mod: 2; FAS TE block: -2; E coli Lon inh: 4; MsrA inhibitor: 1.4; MsrA act: -1; TbMetRS inhib: -0.1; MLLE-PAM2 inh: -12; SKN-1 inh: -1

How did CC(C)(C)C(=O)Nc1nnc(SCc2ccc(F)cc2)s1 do in these assays?
MT1-MMP act inh: 0; CendR NRP1 mod: 13; FAS TE block: 2; E coli Lon inh: 0; MsrA inhibitor: -0.8; MsrA act: 1; TbMetRS inhib: 0.3; MLLE-PAM2 inh: -2; SKN-1 inh: 1

Results for O=C(Nc1ccc(F)cc1F)c1ccc(S(=O)(=O)NCc2ccco2)cc1 ?
MT1-MMP act inh: 1; CendR NRP1 mod: 8; FAS TE block: -4; E coli Lon inh: -5; MsrA inhibitor: -0.6; MsrA act: -4; TbMetRS inhib: -0.3; MLLE-PAM2 inh: 0; SKN-1 inh: 9

How did Cc1nn(C)c(C)c1S(=O)(=O)N1CCC(C(=O)NCCC2=CCCCC2)CC1 do in these assays?
MT1-MMP act inh: 10; CendR NRP1 mod: -26; FAS TE block: -4; E coli Lon inh: -10; MsrA inhibitor: -0.1; MsrA act: -12; TbMetRS inhib: -0.6; MLLE-PAM2 inh: -12; SKN-1 inh: -4

How did Cc1c(NC(=O)/C(C#N)=C/c2ccc(-c3ccc(Cl)c(Cl)c3)o2)c(=O)n(-c2ccccc2)n1C do in these assays?
MT1-MMP act inh: -3; CendR NRP1 mod: -15; FAS TE block: 41; E coli Lon inh: 5; MsrA inhibitor: 0.1; MsrA act: -3; TbMetRS inhib: -0.1; MLLE-PAM2 inh: -18; SKN-1 inh: 46*

Results for CC(=O)Nc1ccc(NC(=O)CSc2nnnn2C2CCCCC2)cc1 ?
MT1-MMP act inh: -6; CendR NRP1 mod: 14; FAS TE block: -6; E coli Lon inh: 0; MsrA inhibitor: -1.0; MsrA act: 0; TbMetRS inhib: -0.3; MLLE-PAM2 inh: 1; SKN-1 inh: 6

What do the screens show for `CC1(C)CC(=O)C2=C(C1)OC1=C(C(=O)CC(C)(C)C1)C2c1cccc([N+](=O)[O-])c1`?
MT1-MMP act inh: -3; CendR NRP1 mod: 2; FAS TE block: 30; E coli Lon inh: -6; MsrA inhibitor: -0.6; MsrA act: 1; TbMetRS inhib: -0.2; MLLE-PAM2 inh: 7; SKN-1 inh: -1

How did F[B-](F)(F)c1cc2cc(Br)ccc2s1 do in these assays?
MT1-MMP act inh: 4; CendR NRP1 mod: 0; FAS TE block: -2; E coli Lon inh: 27*; MsrA act: -1; TbMetRS inhib: -1.0; MLLE-PAM2 inh: 22; SKN-1 inh: 0

What do the screens show for `Cc1cccnc1NC(=O)c1ccc(OCC2CCCO2)cc1` (stereo not drawn)?
MT1-MMP act inh: 0; CendR NRP1 mod: 4; FAS TE block: -6; E coli Lon inh: -3; MsrA inhibitor: -1.0; MsrA act: -2; TbMetRS inhib: -0.3; MLLE-PAM2 inh: 4; SKN-1 inh: -1

How did CCc1cc2c(cc3c(=O)n(CC(=O)NCCCN4CCCCCC4)nc(CC)n32)s1 do in these assays?
MT1-MMP act inh: -4; CendR NRP1 mod: 4; FAS TE block: -5; E coli Lon inh: -12; MsrA inhibitor: 0.8; MsrA act: -1; TbMetRS inhib: 0.6; MLLE-PAM2 inh: -7; SKN-1 inh: -5

2 entries picked at random from the list so far:
What do the screens show for `Cc1cc(C)n(CC(C)Nc2nc3nonc3nc2N2CCCCC2)n1` (stereo not drawn)?
MT1-MMP act inh: 1; CendR NRP1 mod: 2; FAS TE block: -2; E coli Lon inh: 4; MsrA inhibitor: 1.4; MsrA act: -1; TbMetRS inhib: -0.1; MLLE-PAM2 inh: -12; SKN-1 inh: -1

How did F[B-](F)(F)c1cc2cc(Br)ccc2s1 do in these assays?
MT1-MMP act inh: 4; CendR NRP1 mod: 0; FAS TE block: -2; E coli Lon inh: 27*; MsrA act: -1; TbMetRS inhib: -1.0; MLLE-PAM2 inh: 22; SKN-1 inh: 0

Screening results from PubChem BioAssay.
